From PubChem
TEAD-YAP block: TEAD-YAP interaction inhibition; HEK-TIYL cells, TEAD-Gal4/YAP UAS-luciferase luminescence; AID 1259422; inhibition, % at 9.12 µM; actives 1.4% (n = 640,000); in the data active means inhibition above about 32%;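 further: 0% = median of test compound wells and 100% = reference inhibitor wells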
MITF primary: blocks human microphthalmia-associated transcription factor. inhibition, % at 2.6 µM. O75030. actives 0.91% (n = 650,000). AlphaScreen MITF homodimerization, bead proximity signal; in the data active means inhibition above about 50%;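 further: 0% = vehicle wells with protein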
Target sequence (O75030 whole entry, looked up): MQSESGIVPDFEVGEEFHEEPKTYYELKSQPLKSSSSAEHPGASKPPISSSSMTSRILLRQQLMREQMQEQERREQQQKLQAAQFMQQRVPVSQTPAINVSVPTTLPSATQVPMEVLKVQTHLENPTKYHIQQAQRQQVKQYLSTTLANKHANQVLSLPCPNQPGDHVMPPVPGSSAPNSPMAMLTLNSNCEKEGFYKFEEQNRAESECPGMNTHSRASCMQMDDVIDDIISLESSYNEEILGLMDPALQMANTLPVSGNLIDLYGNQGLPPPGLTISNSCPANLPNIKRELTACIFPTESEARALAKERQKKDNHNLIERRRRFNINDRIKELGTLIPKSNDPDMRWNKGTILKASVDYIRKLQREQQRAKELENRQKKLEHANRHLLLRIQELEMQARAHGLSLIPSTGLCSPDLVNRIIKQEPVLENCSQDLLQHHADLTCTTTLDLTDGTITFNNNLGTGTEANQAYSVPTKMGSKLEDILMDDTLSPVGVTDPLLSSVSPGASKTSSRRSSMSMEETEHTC
GPR151 activ: human GPR151 activation; Q8TDV0; actives 1% (n = 650,000); PathHunter beta-arrestin GPR151 cells, luminescence; activation, % at 11.2 µM; in the data active means activation above about 4.9%;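 further: 0% = median of compound wells and 100% = cells with positive control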
Target sequence (Q8TDV0 whole entry, looked up): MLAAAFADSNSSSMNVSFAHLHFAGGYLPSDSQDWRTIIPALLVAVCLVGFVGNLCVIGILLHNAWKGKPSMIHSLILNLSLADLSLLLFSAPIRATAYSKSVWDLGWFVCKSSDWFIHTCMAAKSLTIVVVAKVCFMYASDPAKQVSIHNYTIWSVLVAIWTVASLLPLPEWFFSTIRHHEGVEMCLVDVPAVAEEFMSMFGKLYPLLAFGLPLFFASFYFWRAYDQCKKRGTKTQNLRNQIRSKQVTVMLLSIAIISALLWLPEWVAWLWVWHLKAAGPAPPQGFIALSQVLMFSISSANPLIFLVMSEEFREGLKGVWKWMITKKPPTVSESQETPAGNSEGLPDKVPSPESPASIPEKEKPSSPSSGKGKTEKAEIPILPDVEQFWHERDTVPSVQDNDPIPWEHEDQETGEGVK
FBW7 act: activators of human E3 ligase FBW7; Q969H0; normalized activity (activation), % at 26.1 µM; actives 0.13% (n = 650,000); AlphaScreen FBW7–phospho-cyclin E peptide binding, activator screen; in the data active means normalized activity above about 1.9%;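 further: purified mutant Fbw7 with reduced substrate affinity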
The depositor's hits bear a star; i = inactive; nt = not tested or not shown.

SMILES	TEAD-YAP block	MITF primary	GPR151 activ	FBW7 act
CCOC(=O)C1=C(C)N=c2s/c(=C\c3cccs3)c(=O)n2C1c1ccc(OC)cc1 (stereo not given)	2	-6	0.7	-0.1
CC(=O)c1cccc(-c2nc(NC3CCN(Cc4ccccc4)CC3)c3ncn(Cc4ccc(C(F)(F)F)cc4)c3n2)c1	1	5	3.8	-0.2
CCCc1cc(C(=O)Nc2c(C)n(C)n(-c3ccccc3)c2=O)no1	-7	-4	-0.1	0.0
CCOC(=O)C(O)(C1C(=O)CC(C)(C)CC1=O)C(F)(F)F (stereo not given)	-12	-6	-1.1	-0.1
O=C(NCCCO)c1cc2ccccc2oc1=O	-11	-5	-0.3	-0.1
CCN(CC)c1ccc(NC(=O)CSc2nc(N)cc(N)n2)c(C)c1	13	9	-1.5	0.2
O=C(CCCc1nc2ccccc2s1)NC1CCOC1=O (stereo not given)	0	2	-1.6	0.7
COc1ccc(-n2c(C)cc(C(=O)COC(=O)c3cc(C)oc3C)c2C)cc1	11	9	0.0	0.1
O=C1C2C(c3cccc(Br)c3)OC3(C(=O)c4ccccc4C3=O)C2C(=O)N1c1ccc([N+](=O)[O-])cc1 (stereo not given)	-1	7	0.0	-0.1
CC(CCc1ccccc1)NCc1nc2ccsc2c(=O)[nH]1 (stereo not given)	2	52*	-0.2	0.6
O=C(Nn1c(-c2cccc([N+](=O)[O-])c2)nc2ccccc2c1=O)c1ccc(Br)cc1	3	20	1.6	0.1
O=C(NNC(=O)C(O)(c1ccccc1)c1ccccc1)c1cccnc1N1CCOCC1	-6	-3	-0.5	0.3
Clc1cccc(Cl)c1/C=N\Nc1nc(N2CCOCC2)nc(N2CCOCC2)n1	-9	9	-0.7	-0.1
CC(=O)Nc1c(O)nc(SCC(=O)Nc2ccccc2C(N)=O)[nH]c1=O	7	13	-0.9	0.0
Cc1nn(C)c(C)c1-c1cc(C(=O)NCCOc2ccccc2)ccn1	-8	1	-0.4	-0.1

The listing continues:
SMILES	TEAD-YAP block	MITF primary	GPR151 activ	FBW7 act
CC(C)(C)c1ccc(OCC(=O)Nc2ncn[nH]2)c(Br)c1	7	10	-0.8	0.7
Cc1nnc(SCC(=O)N2CCN(Cc3ccccc3)CC2)s1	1	7	0.5	0.1
COc1cccc(NC(=O)CN(c2ccc(Br)c(C)c2)S(C)(=O)=O)c1	-9	-13	3.3	-0.1
CCC(=Nc1ccccc1OC)C1=C(O)CCCC1=O	14	13	3.4	-0.1
COCCn1c(=S)[nH]c2cc(C(=O)NCc3ccc4c(c3)OCO4)ccc2c1=O	13	-2	-1.4	0.1
Clc1ccc(-c2[nH]ncc2CNCc2cccnc2)cc1	4	58*	0.8	0.3
Cc1c(C(=O)Nc2ccc(C(=O)O)cc2)cnn1C	-2	7	-0.1	0.0
CC1(C)NC(=O)N(CC(O)COc2ccc(C(C)(C)c3ccc(OCC(O)CN4C(=O)NC(C)(C)C4=O)cc3)cc2)C1=O (stereo not given)	6	-1	0.4	0.0
Cc1cc(C(=O)COc2cccnc2[N+](=O)[O-])c(C)n1CC1COc2ccccc2O1 (stereo not given)	-20	-13	2.5	-0.3
O=C(CCn1c(=O)[nH]c2ccccc21)N1CCC(c2ccnc(-c3ccccc3)n2)CC1	5	-4	1.5	0.0
COc1ccc(CCNc2nc(=S)[nH]c3cc(OC)c(OC)cc23)cc1OC	5	-2	-0.5	-0.2
CC(=O)Nc1c(C(=O)c2ccc(F)cc2)oc2ccccc12	13	-2	-1.1	0.0
Cc1ccccc1C(=O)Nc1c(C(=O)N2CCN(Cc3ccccc3)CC2)cnn1-c1ccccc1	3	-5	-0.5	-0.3
COc1cccc(C(=O)NCC(=O)N/N=C/c2ccc(Cl)cc2)c1	4	-11	0.9	0.4
CC(C)C[C@H]1NC(=O)[C@H]2CN(C(=O)c3ccc(F)cc3)CCN2C1=O	-12	-4	0.0	-0.2

Whole records, quoted from the list. Screens in order: TEAD-YAP block, MITF primary, GPR151 activ, FBW7 act
Entry for O=C(CCn1c(=O)[nH]c2ccccc21)N1CCC(c2ccnc(-c3ccccc3)n2)CC1 : 5, -4, 1.5, 0.0
Entry for Clc1ccc(-c2[nH]ncc2CNCc2cccnc2)cc1 : 4, 58*, 0.8, 0.3

Single values from the entries so far:
Cc1nnc(SCC(=O)N2CCN(Cc3ccccc3)CC2)s1 in MITF primary = 7
Cc1nn(C)c(C)c1-c1cc(C(=O)NCCOc2ccccc2)ccn1 in MITF primary = 1

Fetched by compound from above, two records:
SMILES	TEAD-YAP block	MITF primary	GPR151 activ	FBW7 act
CC(=O)Nc1c(O)nc(SCC(=O)Nc2ccccc2C(N)=O)[nH]c1=O	7	13	-0.9	0.0
Cc1cc(C(=O)COc2cccnc2[N+](=O)[O-])c(C)n1CC1COc2ccccc2O1 (stereo not given)	-20	-13	2.5	-0.3

Next structures.
SMILES	TEAD-YAP block	MITF primary	GPR151 activ	FBW7 act
COc1ccc(C)cc1S(=O)(=O)NC(C)(C)C	3	13	1.6	0.0
C=CCn1c(SCC(=O)c2cccc([N+](=O)[O-])c2)nnc1-c1cccnc1	4	13	-0.7	0.1
Cc1cc2ncn(CCC(=O)NC3CCCC3)c2cc1C	-1	-3	0.5	-0.1
N#CC1=C(N)NC(=S)[C@@H](C(N)=O)[C@@H]1c1ccc(Br)cc1	-4	11	0.7	-0.1
Cc1nn(-c2ccccc2)c2nc3c(cc(C#N)c4cccc[n+]43)cc12	5	11	-0.7	-0.5
CC1=C(C)CC(C(=O)Nc2ccccc2Br)C(C(=O)O)C1 (stereo not given)	1	12	0.3	0.1
CCOC(=O)c1cc2c(=O)n3ccccc3nc2n(CCCOC)c1=NC(=O)c1ccccc1C	5	0	-2.5	0.2
S=C(NCc1ccccn1)Nc1cccc(Cl)c1	-41	-2	10.0*	-0.1
COc1ccccc1CNc1nc(-c2ccc(OC)c(OC)c2)no1	-2	3	-0.5	0.1
S=C(NCc1ccc2c(c1)OCO2)N1CCN(c2ncccn2)CC1	1	5	-1.7	0.0
Cc1nnc2sc(SCC(=O)Nc3ccc([N+](=O)[O-])cc3)nn2c1=O	6	17	-0.2	0.0
COc1cccc(OC)c1C(=O)Nc1nnc(C)s1	0	-6	-0.9	0.1
O=C(Nc1ccc(F)cc1)C(c1ccccc1)N(C(=O)c1cnccn1)c1ccccc1 (stereo not given)	9	4	1.5	-0.1
COc1cc(/C=C/c2[nH]c(=O)[nH]c(=O)c2[N+](=O)[O-])ccc1OC(F)F	9	7	0.0	-0.2
CC1CCN(S(=O)(=O)c2ccc(NC(=O)CSc3ccccc3)cc2)CC1	14	14	-0.3	0.1

Carrying on.
SMILES	TEAD-YAP block	MITF primary	GPR151 activ	FBW7 act
COC(=O)COc1cccc(/C=C2/SC(=Nc3ccc(C(=O)O)cc3)N(C)C2=O)c1	0	6	-1.0	-0.2
COc1ccc(NC(=O)N2CCC(CO)(CC3CCCCO3)CC2)c(OC)c1 (stereo not given)	-7	-8	-0.1	0.0
Clc1ccc2nc(N3N=C(c4cccs4)CC3c3ccccn3)nc(-c3ccccc3)c2c1 (stereo not given)	-4	-1	1.8	0.2
Cc1ccc(NC(=O)c2cccc(C(=O)Nc3ccc(C)cc3C(=O)O)c2)c(C(=O)O)c1	1	6	-0.1	0.0
O=C(c1ccc(N2CCCCC2)c([N+](=O)[O-])c1)N1CCc2ccccc21	-3	7	-0.3	0.0
CCS(=O)(=O)N1CCN(c2ccc([N+](=O)[O-])c(NCc3ccco3)c2)CC1	6	13	0.1	-0.1
COc1ccc(C2=NN(C(=O)c3ccc(Br)cc3)C(c3ccc(Br)cc3)C2)cc1 (stereo not given)	0	13	-0.6	-0.1
N#CC1=C(N)Oc2n[nH]c(-c3cccc([N+](=O)[O-])c3)c2C12C(=O)Nc1ccc(F)cc12 (stereo not given)	-2	6	0.2	0.0
CN(C)CCN(C)Cc1cccc(C(F)(F)F)c1	0	31	-1.6	0.0
CC(c1nccs1)N(C)C(=O)CC1(c2cccc(F)c2)CC(=O)N(CCN(C)C)C1=O (stereo not given)	-5	2	0.5	0.0
CC(c1ccccc1)C1CC(=O)N(Cc2ccco2)C1=O (stereo not given)	-4	14	0.8	-0.2
COc1ccc(N2CCN(C(=O)c3sc4nc(C)nc(N5CCC(C)CC5)c4c3C)CC2)cc1	-5	2	-0.4	-0.1
CCOc1ccc(C(=O)Oc2cc(N)n(S(=O)(=O)c3ccc(Cl)cc3)n2)cc1	-3	5	-0.7	0.3
COc1ccccc1NC(=O)C1=C(C)NC(SCC(N)=O)=C(C#N)C1c1ccoc1 (stereo not given)	-12	-6	1.4	0.1
CCOP(=O)(OCC)c1nc(-c2ccco2)oc1NCc1ccc(F)cc1	2	12	0.9	-0.1

Further records.
SMILES	TEAD-YAP block	MITF primary	GPR151 activ	FBW7 act
COc1ccc(S(=O)(=O)N(CC(=O)Nc2ccc3c(c2)OCO3)c2ccc(C)cc2)cc1	-5	-7	-1.7	-0.1
COCC(=O)NC(CC(C)C)c1nc2cccnc2n1C(C)C (stereo not given)	1	5	-0.2	0.0
COCCN1C(=O)c2ccccc2C(C(=O)Nc2ccccc2OC)C1c1ccc(F)cc1 (stereo not given)	-11	-5	-0.9	0.9
COc1ccc([N+](=O)[O-])cc1-c1ccc(/C=N/N=C2\NC(=O)CS2)o1	6	24	0.2	-0.1
COC(=O)/C(C#N)=C/c1ccc(OC(C)=O)c(OC)c1	9	0	-0.7	-0.1
Cc1ccc2nc3c(cc(C(=O)NCCc4ccccc4)c(=N)n3C3CCCC3)c(=O)n2c1	8	11	3.5	0.0
CCCCCCCCCCCCCCCCOC[C@H](COP(=O)(O)OCC[N+]1(C)CCCC1)OC(C)=O	nt	-23	-0.6	nt
Cc1ccn2c(c1)nc1cc([N+](=O)[O-])ccc12	-54	-7	-2.2	-0.3
Cc1cccc2cc(CN(Cc3ccccc3)C(=O)N3CCOCC3)c3nnnn3c12	2	6	0.9	0.0
COc1ccccc1NC(=O)c1cc2ccc(O)cc2oc1=O	22	10	-9.1	0.9
O=C(N/N=C/c1cccc(Cl)c1Cl)c1ccc(O)cc1O	-48	11	-1.0	0.1
OC12CCCCC1C1(O)CCCCC1C1(CCCCC1)O2 (stereo not given)	5	5	-0.2	0.1
CC(=O)c1c(C)[nH]c(C(=O)OCC(=O)Nc2ccccc2C(F)(F)F)c1C	2	-6	0.7	-0.1
CS(=O)(=O)N(CC(=O)Nc1ccccc1C(=O)N1CCCC1)c1cccc([N+](=O)[O-])c1	5	-1	-0.2	-0.1
Cc1ccc(NC(=O)C2CCCN2/C=C/C(=O)C(F)(F)F)cc1C (stereo not given)	-4	0	0.1	0.0

Overlap with the part before: 2 compounds, then new ones.
SMILES	TEAD-YAP block	MITF primary	GPR151 activ	FBW7 act
CS(=O)(=O)N(CC(=O)Nc1ccccc1C(=O)N1CCCC1)c1cccc([N+](=O)[O-])c1	5	-1	-0.2	-0.1
Cc1ccc(NC(=O)C2CCCN2/C=C/C(=O)C(F)(F)F)cc1C (stereo not given)	-4	0	0.1	0.0
CC(=O)c1ccc(NC(=O)C2CC(=O)NC3=C2C(=O)CCC3)cc1 (stereo not given)	4	i	0.3	0.1
O=[N+]([O-])c1cccc2nsnc12	-7	4	0.6	-0.1
COc1ccc(Nc2nn(-c3ccc(Cl)cc3)nc2C(C)=O)c2ncccc12	8	10	1.5	0.2
CCOC(=O)c1c(NC(=O)CCc2ccccc2)sc2c1CCCC2	6	1	-0.3	0.0
COc1ccc(-c2cc3ccc(OC(=O)C4CC4)cc3oc2=O)cc1	21	-8	-2.0	0.1
O=C(NCc1cccnc1)C1CC12CCN(Cc1cccs1)CC2 (stereo not given)	4	10	-0.3	0.1
O=C(Nc1ccc2nn(-c3cccc(Cl)c3)nc2c1)c1ccc(Cl)c(Cl)c1	-37	-7	1.3	-0.1
COc1ccc(CN2CCN(c3ncnc4c3cnn4-c3ccccc3)CC2)cc1F	12	3	1.1	0.0
N#Cc1ccc(CSc2nnc(-c3ccccc3)o2)cc1	0	-7	0.1	-0.1
Cc1c(-c2ccc(/C=N/NC(=O)Cn3nnnc3-c3ccccc3)o2)ccc([N+](=O)[O-])c1C	3	8	0.7	-0.1
C=CCNc1ncnc2c1c(-c1ccccc1)cn2-c1ccc(C)c(Cl)c1	-2	-5	-0.6	-0.1
CC(C)CCn1c(CN2CCN(CCO)CC2)nc2c1c(=O)n(C)c(=O)n2C	2	5	0.0	-0.2
CCCCC(=O)NCc1ccc(OC)cc1	-4	16	-0.2	0.9
COc1cccc(NC(=O)C2C3C=CC4(O3)C2C(=O)N(C2CCC(C)CC2)C4C(=O)NC2CCCCC2)c1 (stereo not given)	2	-9	2.1	-0.2
O=[N+]([O-])C(/C=C(\Cl)[N+](=O)[O-])=C(N1CCCC1)N1CCCC1	6	6	0.1	0.1

Remaining list, next part
SMILES	TEAD-YAP block	MITF primary	GPR151 activ	FBW7 act
O=C(CCCn1c(SCc2cccc(F)c2)nc2ccccc2c1=O)NCCc1ccccc1	-1	8	-0.6	0.1
COc1ccc2c(c1)sc1ncc(C(=O)N3CCCCC3)c(=O)n12	-5	12	0.0	0.2
O=C(/C=C\c1cccs1)NC(=S)Nc1ccc([N+](=O)[O-])cc1O	-9	-15	0.5	0.1
Fc1ccccc1N1CCN(c2ncnc3c2c(-c2ccccc2)cn3-c2cccc(C(F)(F)F)c2)CC1	1	0	2.5	0.0
COc1ccc(CN(Cc2cc3ccc(C)cc3n3nnnc23)C(=O)N(C)C)cc1	6	5	2.9	0.3
CCOC(=O)c1ccc(S(=O)(=O)NCCN2CCOCC2)cc1	4	54*	0.1	0.0
Cc1cn2cc(C(=O)N3CC(C)OC(C)C3)nc2s1 (stereo not given)	-1	26	1.1	0.2
